proKLK7 act: activates the human kallikrein-7 zymogen. P49862. purified proKLK7, EDANS-DABCYL substrate fluorescence; 100% is mature enzyme control, 0% vehicle. activation, % at 7 µM. actives 0.9% (n = 370,000). AID 652039;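 active means activation above the mean of all tested compounds plus 3 SD, computed per campaign excluding outliers beyond control limits, cut at about 13% in these data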
rCAG binder: r(CAG) repeat RNA binding; TO-PRO-1 dye displacement fluorescence; inhibition, % at 3 µM; actives 1.3% (n = 370,000); AID 651821;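 active means inhibition above the plate cutoff, the mean of all test compounds on that plate plus 3 SD, cut at about 35% in these data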;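 further: 0% = DMSO alone and 100% = 100 µM mitoxantrone as full dye displacement; higher means more dye released from RNA so lower well fluorescence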
sPLA2-III inh: Blocks human group III sPLA2 activity; Q9NZ20; QFRET BODIPY PC-A2 liposome hydrolysis, fluorescence; inhibition, % at 12.2 µM; actives 0.56% (n = 370,000); AID 743126;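 active means inhibition above mean plus 3 SD of compounds lying within the high and low control bounds, cut at about 19% in these data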;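 further: 0% = median of test compound wells and 100% = no enzyme DMSO wells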
ADAM10 inh: ADAM10 inhibition, QFRET primary screen; recombinant ADAM10, EDANS/DABCYL FRET peptide cleavage, 3 h; inhibition, % at 7 µM; actives 0.62% (n = 370,000);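 active means inhibition above a per-campaign cutoff equal to the mean of compounds falling between control-based bounds plus 3 SD, cut at about 20% in these data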;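 further: 0% = DMSO wells while the 100% control is not disclosed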
NPR1 activator: GC-A (human) enzyme activation; P16066; HEK293 GC-A cells, cGMP TR-FRET, EC30 ANP; 0% at EC30 ANP, 100% saturating ANP; activation, % at 10 µM; actives 0.14% (n = 370,000); in the data active means activation above about 40%
GC-B act: GC-B (human) receptor activation; P20594; HEK293-GC-B cells, CNP EC30, cGMP TR-FRET; 0% at EC30 CNP, 100% saturating CNP; activation, % at 10 µM; actives 0.11% (n = 370,000);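 active means activation at 10 µM reaching about 35% in either raw or pattern-adjusted values, limit read from the data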
Target sequence (P20594 whole entry, looked up): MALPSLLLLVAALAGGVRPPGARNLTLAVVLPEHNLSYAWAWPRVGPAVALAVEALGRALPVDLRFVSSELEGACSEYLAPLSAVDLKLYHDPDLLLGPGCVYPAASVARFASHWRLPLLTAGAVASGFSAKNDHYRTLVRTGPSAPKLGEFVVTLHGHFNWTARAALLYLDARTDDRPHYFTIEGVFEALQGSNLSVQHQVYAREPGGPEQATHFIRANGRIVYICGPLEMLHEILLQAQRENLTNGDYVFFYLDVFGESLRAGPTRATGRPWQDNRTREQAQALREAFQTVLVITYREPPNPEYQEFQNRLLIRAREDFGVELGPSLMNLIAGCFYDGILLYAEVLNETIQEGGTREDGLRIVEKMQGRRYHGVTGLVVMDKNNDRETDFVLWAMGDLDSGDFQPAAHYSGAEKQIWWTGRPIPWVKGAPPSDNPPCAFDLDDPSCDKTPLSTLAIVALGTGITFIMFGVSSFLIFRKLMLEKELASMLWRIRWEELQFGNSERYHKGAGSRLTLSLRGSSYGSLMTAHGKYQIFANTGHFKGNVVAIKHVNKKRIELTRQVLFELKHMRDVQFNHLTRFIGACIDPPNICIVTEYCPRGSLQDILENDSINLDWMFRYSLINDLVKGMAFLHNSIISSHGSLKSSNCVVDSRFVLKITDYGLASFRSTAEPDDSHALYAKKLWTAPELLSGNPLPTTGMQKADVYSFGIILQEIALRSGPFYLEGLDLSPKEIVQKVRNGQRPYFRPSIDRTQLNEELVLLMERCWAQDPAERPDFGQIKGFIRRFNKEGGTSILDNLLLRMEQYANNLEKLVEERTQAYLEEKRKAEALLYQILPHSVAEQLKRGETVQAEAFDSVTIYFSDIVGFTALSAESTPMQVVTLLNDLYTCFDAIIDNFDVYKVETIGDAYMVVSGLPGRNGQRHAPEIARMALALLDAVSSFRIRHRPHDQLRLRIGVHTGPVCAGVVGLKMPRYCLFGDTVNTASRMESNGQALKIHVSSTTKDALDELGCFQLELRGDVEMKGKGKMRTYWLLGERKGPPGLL
Tn6 DDE FP: disrupts Tn6 cyclic peptide binding to fibrin D-Dimer-E complex; inhibition, % at 8.3 µM; P02675; actives 0.21% (n = 370,000); Fibrin DD(E) TRITC-Tn6 fluorescence polarization displacement;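 active means inhibition above a per-campaign cutoff: mean of compounds within control limits plus 3 SD, cut at about 15% in these data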;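 further: 0% = median of all compound wells on the plate and 100% = blocking peptide control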
ASAP1 inh: ASAP1 ArfGAP inhibition. Q9ULH1. ASAP1-stimulated ARF1 GTP hydrolysis, GDP FP detection. inhibition, % at 16.5 µM. actives 0.19% (n = 360,000). AID 624377; in the data active means inhibition above about 25%;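 further: 0% = vehicle with enzyme and substrate and 100% = no enzyme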
ARFGAP1 inhibitor: inhibitors of rat ARFGAP1; Q62848; Arfgap1-stimulated ARF1 GTP hydrolysis, GDP FP detection; inhibition, % at 16.5 µM; actives 0.26% (n = 360,000); AID 651572;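 active means inhibition above a per-plate limit, mean inhibition of low control wells plus 3 SD, cut at about 25% in these data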;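 further: 0% = DMSO wells with enzyme and 100% = wells lacking Arfgap1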
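system = rat Arfgap1 catalytic domain, aa 1-136 | technique = FP, GDP Alexa 633 tracer displaced from anti-GDP antibody, 620/688 nm | compound = one concentration, 16.5 µM, DMSO 1.26% | medium = HEPES-based buffer, pH 7.5 | timing = compound-enzyme preincubation 20 min, reaction 120 min, detection 60 min, 25 °C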
GAA850 FXN act: increases GAA850 frataxin promoter reporter activity | AID 540364 | activation, % at 6 µM | HEK293 lucGAA850 FXN promoter luciferase reporter, 24 h; percent of 10 µM SAHA response | actives 0.56% (n = 360,000);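 active means activation above the average of all compounds screened plus 3 SD, cutoff fixed separately per campaign, cut at about 7.5% in these data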;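 further: 0% = DMSO wells and 100% = 10 µM SAHA wells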
* marks the source's active call; other numbers are inactive results; i = inactive; . = not tested or not shown.

A first look, 7 compounds:
Results follow in this order: proKLK7 act | rCAG binder | sPLA2-III inh | ADAM10 inh | NPR1 activator | GC-B act | Tn6 DDE FP | ASAP1 inh | ARFGAP1 inhibitor | GAA850 FXN act
> COc1ccc(CCNC(=O)CSc2ccc3ccccc3c2)cc1OC
 : 0.0 | 6 | -10 | 2 | -2 | -7 | 0 | -2 | -10 | -0.8
> O=C(NNc1ccccc1C(F)(F)F)c1sccc1Br
 : -0.1 | 0 | 0 | -4 | -2 | -1 | 0 | -11 | -1 | 1.4
> O=c1ccn([C@@H]2O[C@H](CNCc3c(OCc4ccccc4F)ccc4ccccc34)[C@@H](O)[C@H]2O)c(=O)[nH]1
 : -0.3 | 8 | -11 | 3 | -5 | -11 | -4 | 1 | 4 | .
> O=C(COC(=O)c1ccc(F)cc1F)Nc1cccnc1Cl
 : -0.1 | 2 | 3 | -2 | -3 | 1 | -1 | 4 | -6 | -0.2
> CC1CC(C)(C)CC2(C1)NC(=O)N(CC(=O)NCC(c1ccco1)N1CCCCC1)C2=O (stereo not given)
 : 0.8 | -11 | 0 | 4 | 10 | 7 | 0 | -14 | -2 | -0.4
> CC1CCN(S(=O)(=O)c2ccc(S(=O)(=O)NCC(=O)C(C)(C)C)cc2)CC1
 : -0.3 | -1 | -7 | -5 | 6 | 3 | -4 | 9 | 2 | -2.3
> N=C(N)c1ccc(/C=C/c2ccc(C(=N)N)cc2O)cc1
 : 5.0 | 12 | -1 | -60 | -31 | -46 | -5 | -5 | 6 | -0.2

The listing, repeating the preview:
Results follow in this order: proKLK7 act | rCAG binder | sPLA2-III inh | ADAM10 inh | NPR1 activator | GC-B act | Tn6 DDE FP | ASAP1 inh | ARFGAP1 inhibitor | GAA850 FXN act
> COc1ccc(CCNC(=O)CSc2ccc3ccccc3c2)cc1OC
 : 0.0 | 6 | -10 | 2 | -2 | -7 | 0 | -2 | -10 | -0.8
> O=C(NNc1ccccc1C(F)(F)F)c1sccc1Br
 : -0.1 | 0 | 0 | -4 | -2 | -1 | 0 | -11 | -1 | 1.4
> O=c1ccn([C@@H]2O[C@H](CNCc3c(OCc4ccccc4F)ccc4ccccc34)[C@@H](O)[C@H]2O)c(=O)[nH]1
 : -0.3 | 8 | -11 | 3 | -5 | -11 | -4 | 1 | 4 | .
> O=C(COC(=O)c1ccc(F)cc1F)Nc1cccnc1Cl
 : -0.1 | 2 | 3 | -2 | -3 | 1 | -1 | 4 | -6 | -0.2
> CC1CC(C)(C)CC2(C1)NC(=O)N(CC(=O)NCC(c1ccco1)N1CCCCC1)C2=O (stereo not given)
 : 0.8 | -11 | 0 | 4 | 10 | 7 | 0 | -14 | -2 | -0.4
> CC1CCN(S(=O)(=O)c2ccc(S(=O)(=O)NCC(=O)C(C)(C)C)cc2)CC1
 : -0.3 | -1 | -7 | -5 | 6 | 3 | -4 | 9 | 2 | -2.3
> N=C(N)c1ccc(/C=C/c2ccc(C(=N)N)cc2O)cc1
 : 5.0 | 12 | -1 | -60 | -31 | -46 | -5 | -5 | 6 | -0.2
> O=C(CSc1nnc(Cc2ccsc2)o1)c1ccccc1
 : 0.0 | -2 | -68 | -4 | 0 | -5 | -4 | -11 | 22 | 1.9
> COc1cccc(C(C)=C2SC(=S)NC2=O)c1
 : -0.2 | 5 | 8 | -1 | -7 | 1 | 3 | -1 | -12 | -1.2
> CCN(CC)S(=O)(=O)c1cc(C(=O)OCC(=O)Nc2cccc(C)c2C)ccc1F
 : -0.1 | 0 | -7 | 8 | 0 | 2 | 5 | -2 | -6 | 1.3
> O=c1c2ccccc2nc2n1C(CSCc1ccccc1)CS2 (stereo not given)
 : 0.6 | -2 | 3 | 6 | -1 | 2 | 5 | 6 | -10 | -2.4
> CCC(=O)Nc1c(C(=O)Nc2cccc(OC)c2)oc2ccccc12
 : 1.7 | -4 | -9 | -1 | 4 | -1 | 3 | 5 | -6 | 6.8
> O=C(Nc1cccc(F)c1)NC1(C(=O)NCC2CCCO2)CCCCC1 (stereo not given)
 : 0.4 | -2 | 1 | -6 | 3 | 5 | 0 | 9 | -4 | -1.9
> Cc1ccc(S(=O)(=O)CNC(=S)c2cccc(Cl)c2)cc1
 : 0.0 | 8 | 11 | 19 | -2 | 2 | -2 | -8 | 11 | -0.8
> NC(=O)c1cccc(-c2coc3c(C(=O)NCc4cccnc4)cccc23)c1
 : 0.4 | -1 | 1 | -10 | 16 | 18 | 2 | -7 | 4 | 1.1
> O=C(/C=C/c1ccc2c(c1)OCCO2)c1ccc(O)cc1
 : 18* | 2 | -15 | -11 | 0 | 4 | -8 | -6 | -3 | 1.7
> COc1ccc(NS(=O)(=O)c2cc(NC(=O)c3ccc(F)cc3)ccc2OC)cc1
 : 0.1 | 2 | -13 | 14 | 2 | 4 | 3 | -10 | 6 | -1.0
> COc1cccc(C(=O)N[C@@H](Cc2cccnc2)C(=O)N2CCC[C@H]2C(=O)NCc2ccccc2)c1
 : 0.2 | -1 | 5 | -8 | 0 | 1 | 6 | -9 | -12 | .
> O=C(CSc1nc2ccccc2s1)N1CCN(C(=O)c2ccco2)CC1
 : 0.1 | 5 | 7 | 12 | -4 | -3 | -1 | -4 | 12 | -2.0
> COc1ccc(CCNC(=O)c2nnn(CC(=O)Nc3cccc(F)c3)c2N)cc1OC
 : -0.1 | -2 | -6 | 6 | 1 | 1 | -1 | 7 | -16 | 2.0
> CCOC(=O)CC1COCCN1C(=O)c1cc(COc2ccc(F)c(F)c2)on1 (stereo not given)
 : -0.2 | -8 | -5 | -1 | 4 | 5 | 5 | -3 | 10 | 3.7
> NC(=O)c1cc(NC(=O)c2cc(Br)c(Br)s2)cc(C(N)=O)c1
 : -0.5 | 11 | -7 | -18 | -14 | -10 | -12 | 2 | 2 | 0.3
> Cn1c(=O)cc(OCCCC(=O)N2CCN(Cc3ccc4c(c3)OCO4)CC2)c2ccccc21
 : 0.7 | -11 | -10 | -3 | -9 | -4 | -1 | 2 | 7 | -0.4
> COc1ccc(S(=O)(=O)CCC(=O)Nc2ccc(OC)cc2OC)cc1
 : 0.0 | 1 | 0 | -6 | 1 | 1 | -3 | -3 | 4 | 0.8
> CC(OC(=O)c1cccnc1Cl)C(=O)NCc1ccccc1 (stereo not given)
 : -0.3 | 3 | 10 | -5 | 2 | -3 | 0 | -9 | 6 | -1.5
> CCCC(=O)N1CCCC1(C)C(=O)Nc1ccc(C)c(C)c1 (stereo not given)
 : 0.1 | 1 | 13 | -7 | 0 | -2 | -5 | -11 | 1 | 0.8
> NC(=O)Cc1nc(-c2ccccc2)cs1
 : -0.2 | 0 | -5 | 0 | 2 | 5 | 0 | 10 | 12 | 3.2
> CC1CCCN(C(=O)CN2C(=O)C(C)Oc3ccccc32)C1 (stereo not given)
 : -0.7 | -2 | 0 | -2 | -1 | 8 | 8 | -8 | 7 | -0.3
> CC(N=C1NS(=O)(=O)c2ccccc21)C(=O)NCc1ccc2c(c1)OCO2 (stereo not given)
 : 0.3 | 2 | 3 | 8 | 3 | -2 | -1 | 3 | 3 | -1.1
> O=C(Cn1c(=O)oc2cc(S(=O)(=O)NCc3ccccc3)ccc21)NCc1ccco1
 : -0.2 | 6 | -9 | 0 | 6 | -4 | -2 | -3 | 10 | -0.5
> CSc1nc2ncncc2[nH]1
 : 0.0 | 1 | -1 | 2 | 1 | -1 | -4 | 3 | 4 | -2.7
> O=C(c1ccccc1)c1ccc(C(=O)N2CCN(c3ccccc3O)CC2)cc1
 : -0.1 | 6 | -12 | 3 | 2 | 0 | -10 | 3 | 3 | -0.6
> Cc1cc(C#N)c(C)n1-c1cc(S(=O)(=O)N2CCOCC2)ccc1N1CCCC1
 : -0.5 | 10 | -4 | 4 | -4 | -1 | 0 | 15 | 9 | 2.6
> COc1ccc(OC)c(-c2cc(C(=O)NCc3ccco3)no2)c1
 : -1.1 | -1 | -11 | -9 | 3 | -3 | -4 | 10 | -7 | 1.4
> COc1ccc(NC(=O)Nc2ccc(OCc3ccccc3)cc2)cn1
 : 0.2 | -8 | -7 | -5 | 4 | 0 | 3 | 4 | 0 | 1.0
> CCCCn1nnnc1C(c1cc2ccccc2o1)N1CCOCC1 (stereo not given)
 : 0.6 | 1 | 1 | 5 | -3 | -4 | -3 | 1 | 2 | .
> CN1C(=O)N(c2ccc(Cl)cc2)C(C)(O)CC1(C)C (stereo not given)
 : -0.1 | -5 | 0 | -1 | 7 | 5 | 5 | -14 | 7 | 2.3
> COc1ccc(NC(=O)c2cccnc2Nc2ccc(OC)cc2)cc1
 : 0.4 | 5 | -8 | 4 | 3 | -4 | 5 | 4 | 9 | -1.1
> Cc1cc(C(=O)NC(C)Cc2ccccc2)cc(C)c1[N+](=O)[O-] (stereo not given)
 : 0.7 | -5 | 1 | 1 | 3 | 5 | 2 | 6 | -16 | 1.3
> COc1ccc(-c2ccc(OC)c([C@H]3[C@H]4C=CC[C@@H](C)[C@@H]4C(=O)N3Cc3ccccc3)c2)cc1C
 : -0.2 | 3 | 9 | 2 | -2 | -1 | -3 | -16 | 8 | -0.6
> Cc1[nH]c2ccccc2c1C(C[N+](=O)[O-])c1cccs1 (stereo not given)
 : 0.2 | 3 | -20 | 6 | 1 | -4 | 0 | -7 | -9 | 2.7
> Cc1noc(C)c1C(=O)Nc1ccccc1C(=O)NCCc1ccccc1
 : -0.2 | -4 | -4 | 5 | -1 | 1 | 4 | -4 | 13 | -0.6
> CC(C)(C)OC(=O)C[C@@H]1C/C=C\C[C@@H](CC(=O)NCCO)C(=O)N2CCC[C@H]2COC1=O
 : 0.3 | -7 | -3 | -1 | 4 | -1 | -1 | -1 | 12 | 1.6
> C=C(Cl)COc1ccc2c(CCC)cc(=O)oc2c1
 : -0.7 | 4 | -3 | -85 | -5 | -6 | -1 | 17 | 19 | 4.0
> OCCNc1nc(-c2cccnc2)nc2ccccc12
 : 0.1 | 0 | -2 | -4 | 5 | 3 | 1 | 9 | 2 | -1.1
> CCOc1c(Nc2ccccc2O)c(=O)c1=O
 : 0.4 | -2 | 4 | 3 | 2 | -3 | 2 | 13 | 9 | 3.0
> CCOCCCNC(=O)c1cc2cc3cc(OC)ccc3nc2o1
 : 11 | -5 | -3 | i | 5 | 0 | 4 | 1 | 6 | 2.1
> Cc1ccc2c(c1)C=CC(C)(C)S2=O (stereo not given)
 : -0.2 | 2 | -1 | 7 | -2 | 3 | 3 | -3 | 1 | 0.5
> CSc1ccccc1OCc1cc(C(=O)NC2CCOC(C)(C)C2)no1 (stereo not given)
 : 0.4 | -4 | 4 | 1 | 7 | -5 | 2 | -12 | 17 | 2.4
> CCC(C)NC(=O)C1CCCN(S(=O)(=O)c2ccc3c(c2)CC(C)N3C(=O)C2CC2)C1 (stereo not given)
 : -0.1 | 1 | 1 | -13 | 4 | 1 | -6 | 11 | 0 | -1.5
> Cc1c(-c2ccc(F)cc2)nc(N)c(C#N)c1-c1ccco1
 : -3.9 | 2 | -7 | -85 | 11 | 8 | 1 | 4 | -4 | 7.5
> COc1ccc(NC(=S)N(CCO)Cc2cc3c(C)cc(C)cc3[nH]c2=O)cc1
 : 0.1 | 1 | 15 | -7 | 1 | -5 | 3 | 10 | 12 | 2.7
